S100A4 inh HTS: inhibitors of human S100A4 binding to myosin IIA peptide; P26447; S100A4/TAMRA-MyoIIA peptide fluorescence polarization; inhibition, % at 10.7 µM; 0.14% of 360,000 active; AID 652163;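 active means mean inhibition of at least 70% across replicates, with every replicate also reaching that level; inconclusive means mean inhibition reaches 70% but some replicates fall short; inactive means mean inhibition below 70%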
Target sequence (P26447 whole entry, looked up): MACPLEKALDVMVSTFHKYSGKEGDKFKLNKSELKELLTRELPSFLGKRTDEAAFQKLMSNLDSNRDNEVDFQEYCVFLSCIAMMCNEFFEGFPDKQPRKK
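System – human S100A4 monomer protein, biochemical binding assay · Buffer or medium – Calcium-containing HEPES buffer, pH 7.2 · Timing – 5 min between mix addition and reading · Also added – TAMRA-labelled myosin IIA heavy-chain peptide probe, 5 nM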
FN deposit inh: fibronectin deposition inhibition | inhibition, % at 12.6 µM | AH1F fibroblasts, Alexa488-fibronectin deposition fluorescence, overnight | AID 743247 | 0.086% of 350,000 active;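 active means mean inhibition across replicates of 30% or more, regardless of how many single replicates reach that level; inconclusive means mean under 30% yet at least half of replicates reach 30%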;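 further: positive control wells lacked labelled fibronectin entirely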
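test system = AH1F fibroblasts assembling fluorescent fibronectin matrix | quantity = 10000 AH1F cells per well | buffer or medium = DMEM plus 2% serum, read in PBS | doses = single dose, pinned | incubation = 1 h cell attachment, overnight exposure to compound and label | detection = fluorescence at 485 nm excitation, 525 nm emission | read-out basis = inhibition from reduced deposited-fibronectin fluorescence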
RAD54 branch: blocks human RAD54 Holliday junction branch migration. Q92698. FAM/BHQ fluorescence. inhibition, % at 10.4 µM. 0.14% of 360,000 active;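 active means mean normalized replicate activity at least 40 and at least half of replicates scoring 40 or more; inconclusive means only one of the two criteria met; inactive means mean below 40 and under half of replicates reaching 40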;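 further: 0% = median of neutral control wells and 100% = median of positive control wells; inhibitors cause a drop in the FAM fluorescence signal; in these data hits start at about 50%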
EWS-Fli inh: inhibitors of EWS/Fli oncoprotein transcriptional activity; A673 NR0B1-luciferase reporter, viability-normalised; inhibition, % at 12.6 µM; 0.67% of 350,000 active; AID 651661;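 active means mean inhibition of at least 50% after viability correction, with every replicate also passing that limit; inconclusive means mean reaches 50% but only one of two replicates passes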;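 further: firefly luciferase signal divided by Alamar Blue viability fluorescence both relative to DMSO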
RAD52 inh: blocks human RAD52 DNA annealing; 0.46% of 360,000 active; AID 651710; recombinant RAD52 DNA annealing, FRET fluorescence; inhibition, % at 18.7 µM; P43351;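 active means every replicate showing at least 50% inhibition; inconclusive means mean inhibition at least 50% but not in every replicate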
Xi reactivation: reactivates the inactive X chromosome in mouse fibroblasts. 0.055% of 360,000 active. activation, % at 7.58 µM. XiGFP mouse fibroblasts, % GFP-positive cells imaging, 3 d; cells co-treated with 5-aza-dC sensitizer; scaled so ellipticine positive control = 100%;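 active means mean normalized replicate activation at least 10% and every replicate at or above 10%; inconclusive means only one of the two criteria met; inactive means mean below 10% and not all replicates reach 10%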;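 further: 0% = median of on-plate neutral control wells and 100% = ellipticine 6 µM median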
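Material: SV40-immortalized XiGFP fibroblast cells, line 68-5-11 | Buffer or medium: DMEM containing 5-aza-dC | Dosing: One concentration, pinned | Times: 3 d treatment, 15 min room-temperature fixation | Controls: Ellipticine 6 µM positive control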
E-selectin induc: induces E-selectin expression in human endothelial cells | P16581 | HUVEC E-selectin immunofluorescence imaging; normalized: neutral wells 0, TNF-alpha wells 100 | activation, % at 7.58 µM | 0.37% of 260,000 active | AID 686992;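 active means mean E-selectin-positive cell signal at least 10% of the positive control, reached in at least 60% of replicates, without over 20% cell loss; inconclusive means no rule given, readout overlaps actives, possibly toxicity-flagged; inactive means the rest, including those meeting only one limit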;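 further: in these data hits start at about 27%; measured in HUVEC primary endothelial cells; signal is the percent of cells scored E-selectin positive by PE staining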
Target sequence (P16581 whole entry, looked up): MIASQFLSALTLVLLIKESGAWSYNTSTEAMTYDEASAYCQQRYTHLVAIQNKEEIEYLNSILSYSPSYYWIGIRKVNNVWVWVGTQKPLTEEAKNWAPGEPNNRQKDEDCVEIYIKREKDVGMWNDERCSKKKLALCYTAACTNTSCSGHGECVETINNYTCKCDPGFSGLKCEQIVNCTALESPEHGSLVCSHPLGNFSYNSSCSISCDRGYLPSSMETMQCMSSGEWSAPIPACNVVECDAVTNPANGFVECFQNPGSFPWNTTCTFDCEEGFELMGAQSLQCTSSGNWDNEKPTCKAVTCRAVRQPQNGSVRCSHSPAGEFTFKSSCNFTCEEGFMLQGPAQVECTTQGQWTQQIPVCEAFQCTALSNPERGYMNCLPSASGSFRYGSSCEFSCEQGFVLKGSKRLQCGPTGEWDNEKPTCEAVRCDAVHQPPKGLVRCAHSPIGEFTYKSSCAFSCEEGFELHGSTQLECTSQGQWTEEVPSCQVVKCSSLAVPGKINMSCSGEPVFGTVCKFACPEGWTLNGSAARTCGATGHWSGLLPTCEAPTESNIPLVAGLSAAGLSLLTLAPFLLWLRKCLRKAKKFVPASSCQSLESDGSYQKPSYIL
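Test system: HUVEC | Signal: Immunofluorescence imaging | Read-out: Percent E-selectin-positive cells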
esBAF inh: inhibitors of esBAF chromatin remodeling in mouse ES cells; 2% of 350,000 active; AID 602393; reporter increase, % at 12.5 µM; Bmi1-luciferase knock-in reporter, 24 h; 100% = twice the neutral-well signal; in the data active means activation above about 40%; inconclusive means no clear call, values can overlap the other calls;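 further: 0% = median of the plate's neutral control wells and 100% = double that signal; a rise in the Bmi1 reporter signal indicates esBAF inhibition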
An asterisk follows results filed as active; ? = inconclusive; / = not tested or not shown; & = joins results of further samples.

Order of results: S100A4 inh HTS	FN deposit inh	RAD54 branch	EWS-Fli inh	RAD52 inh	Xi reactivation	E-selectin induc	esBAF inh
O=C(NNC(=S)Nc1ccccc1)c1ccccc1[N+](=O)[O-]
    -9	-8	-7	-79	-14	0.0	1.8	25
Cc1ccc(NC(=O)COC(=O)CN2C(=O)NC3(CCCC3)C2=O)cc1F
    1	4	/	-2	-3	-0.1	/	0
CCC(=O)N1[C@H](CO)[C@H](c2ccccc2)C12CN(C(=O)Nc1cccc(OC)c1)C2
    12	/	/	4	-31	0.1	-0.2	/
C[C@H]1CN([C@@H](C)CO)C(=O)Cc2cc(NC(=O)Cc3cn(C)c4ccccc34)ccc2O[C@H]1CN(C)Cc1ccc2c(c1)OCO2
    -3	/	8	-3	-17	-0.3	/	-5
COCCn1c(SCc2ccc(OC)c(F)c2)nnc1-c1ccncc1
    0	-1	-5	-5	-3	0.1	/	-5
O=C(O)Cc1ccc(C(=O)c2ccc(Cl)cc2Cl)s1
    1	/	0	-18	-14	0.1	/	7
Cc1nc(-c2ccc(Cl)cc2)sc1C1(C)CC(c2cccc(F)c2)=NO1 (stereo not given)
    -2	8	-6	-46	-20	0.0	0.0	46*
Cc1ccc(C)c(NS(=O)(=O)c2ccc3[nH]c(=O)oc3c2)c1
    -2	1	8	11	1	0.0	/	-1
CC(C)NC(=O)N(C)C[C@H]1Oc2c(NC(=O)c3ccncc3)cccc2C(=O)N([C@H](C)CO)C[C@@H]1C
    -3	1	1	-5	-7	-0.1	0.0	-8
N#C[C@@H]1[C@@H](c2ccc(-c3ccc(F)cc3)cc2)[C@@H](CO)N1C(=O)Cc1ccccc1
    -10	-7	3	3	-40	0.1	-0.4	2
Cc1cccc(C(=O)OC(C)C(=O)Nc2ccc(S(=O)(=O)Nc3ncccn3)cc2)c1C (stereo not given)
    -5	8	-11	8	-23	0.3	0.6	-3
C[C@@H]1CN([C@@H](C)CO)C(=O)c2cc(NC(=O)c3ccncc3)ccc2O[C@@H]1CN(C)S(=O)(=O)c1cn(C)cn1
    0	-1	11	-9	-3	-1.2	-0.2	2
O=C(O)CCc1nnc(SCC(=O)Nc2ccc(Br)cc2)[nH]c1=O
    2	-10	/	5	-10	0.2	/	/
CS(=O)(=O)c1ccc([C@@H](O)[C@@H](CF)NC(=O)C(Cl)Cl)cc1
    -2	-3	2	0	-18	0.0	-2.3	7
CCCNC(=O)N1[C@H](C#N)[C@H](c2ccccc2C2=CCCCC2)[C@@H]1CO
    8	0	/	-5	6	0.0	0.4	/
C[C@H](CO)N1C[C@H](C)[C@H](CN(C)Cc2ccc(C(=O)O)cc2)Oc2c(NS(=O)(=O)c3ccccc3)cccc2C1=O
    -3	-5	-5	-8	-10	-0.2	0.0	-2
CCCc1cc(=O)oc2cc(C)cc(OC(C)C(=O)NCC(O)c3ccccc3)c12 (stereo not given)
    0	11	-18	0	-32	0.0	2.9	-6
CCOC(=O)[C@@H]1[C@H]2COc3cc(OC)ccc3[C@@H]2N2C(=O)N(c3ccc(Cl)cc3)C(=O)[C@@]12C
    0	-1	4	-22	-16	0.1	/	23
O=C(COC(=O)CNC(=O)c1ccccc1F)Nc1ncc(Cl)cc1Cl
    1	-10	-6	10	-49	4.0	/	-2
COc1ccc(C2c3ccc4ccccc4c3Oc3ncn(CCCO)c(=N)c32)cc1OC (stereo not given)
    -5	24	/	8	13	-0.1	0.2	/

Going on with the list.
Order of results: S100A4 inh HTS	FN deposit inh	RAD54 branch	EWS-Fli inh	RAD52 inh	Xi reactivation	E-selectin induc	esBAF inh
Cc1noc(C)c1NC(=O)Nc1cccc2c1O[C@H](CN(C)Cc1ccccc1)[C@H](C)CN([C@@H](C)CO)C2=O
    5	/	-6	5	-13	-1.0	0.0	5
C[C@H](CO)N1C[C@H](C)[C@@H](CN(C)Cc2ccc3c(c2)OCO3)Oc2ccc(N(C)C)cc2CC1=O
    20	2	-20	10	15	-1.0	-0.1	0
CC(=O)N=C1C=CC(=CN(O)C(C)(C)Cc2ccccc2)C=C1
    0	17	-7	-13	-8	0.0	0.0	7
COc1ccccc1-c1ncn(Cc2cccc(-c3ccccc3)c2)c1CC(C)C
    -4	-9	/	11	-12	0.6	-0.1	/
N/C(=N\OC(=O)c1ccccc1)c1cccnc1
    24	/	/	-46	-7	0.0	/	56*
Cc1cc(Nc2ccccc2)n(C(=O)c2ccc(Cl)cc2)n1
    -1	/	-2	/	-3	/	/	53*
COc1ccc(C(=O)N2CCN(Cc3cc(OC)ccc3OC)CC2)cc1
    -1	5	-1	6	-25	0.0	/	-2
Cc1ccc(S(=O)(=O)n2nnc3ccccc32)c(C)c1C
    -17	3	/	4	-18	0.0	/	/
Cc1ccc(-c2nc(Cl)nc3ccccc23)cc1
    19	14	/	-1	6	0.0	-1.5	/
O=S(=O)(Nn1cnnc1)c1ccc2ccccc2c1
    3	-6	4	0	-27	0.4	/	2
CN(Cc1cc([N+](=O)[O-])ccc1Cl)C(=O)C[n+]1ccccc1
    -15	-3	-1	4	7	0.0	-0.1	-7
CN(Cc1cnccn1)C(=O)c1cc(COc2cccc(C(F)(F)F)c2)on1
    -2	-5	-10	-36	-3	-0.1	/	/
O=C(N[C@@H]1C=C[C@H](CC(=O)N2CCN(c3ccccc3)CC2)O[C@H]1CO)c1ccncc1
    -5	/	2	4	-13	-0.9	-0.1	-8
CCOC(=O)N1CCC(N2C(=O)c3ccc(C(=O)Nc4ccc(OC)c(OC)c4)cc3C2=O)CC1
    -5	0	-5	/	-10	0.0	/	11
CCOc1cccc(/C=N/N2CCN(c3ccc(Cl)cc3)CC2)c1O
    -3	-4	-3	-9	-16	0.3	0.0	6
COC(=O)[C@@H](Cc1ccccc1)NC(=O)NCCc1c[nH]c2ccccc12
    -1	-5	7	14	-3	0.0	1.0	-2
Cc1nc2nc(C)c(NS(=O)(=O)c3ccc(CC(C)C)cc3)c(=O)n2[nH]1
    -2	2	-9	-4	-6	0.3	0.0	-2
O=C(NCC1CC1)c1csc(COCCO)n1
    -2	9	-7	6	2	-0.1	-0.1	-1
COc1ccc(CNCCCSc2ncccn2)c(OC)c1
    -2	7	8	-1	34	0.6	2.7	3
CC(C)Oc1ccc(C(=O)N2CCN(C(=O)c3ccco3)CC2)cc1
    0	-8	2	2	-8	0.2	3.0	/

New compounds follow:
Order of results: S100A4 inh HTS	FN deposit inh	RAD54 branch	EWS-Fli inh	RAD52 inh	Xi reactivation	E-selectin induc	esBAF inh
COC(=O)c1ccc(COc2ccc(/C=N/N3CCN(C)CC3)cc2)cc1
    2	12	/	-123	-17	0.0	/	/
CC(C)NC(=O)Nc1ccc2c(c1)C(=O)N([C@H](C)CO)C[C@@H](C)[C@@H](CN(C)Cc1ccc3c(c1)OCO3)O2
    -8	-1	-13	-2	-2	-0.9	3.2	3
Cc1noc(C)c1S(=O)(=O)N(C)C[C@@H]1Oc2ccc(NC(=O)Nc3ccc4c(c3)OCO4)cc2CC(=O)N([C@H](C)CO)C[C@@H]1C
    2	/	1	-3	-6	0.0	?	7
CCOC(=O)C1=C(C)NC(=O)CC1c1cc2c(cc1[N+](=O)[O-])OCO2 (stereo not given)
    4	-5	-3	11	-5	0.0	/	3
CC(C)(C)N(Cc1ccccc1)C(=O)COC(=O)CN1C(=O)C2CC=CCC2C1=O (stereo not given)
    -3	/	3	/	-11	0.0	0.4	-3
O=S(=O)(c1cccs1)N1CCN(CCOc2ccccc2)CC1
    0	-7	5	-1	-5	0.0	0.0	8
COC(=O)[C@@]1(CCS(=O)(=O)c2ccccc2)N=C(c2ccc(OCCCO)cc2)O[C@H]1c1ccccc1
    -23	/	-18	11	3	/	/	/
CC(NC(=O)CN1C(=O)NC2(CCCCCCC2)C1=O)c1ccccc1 (stereo not given)
    1	-2	-3	-6	4	0.1	-0.5	-1
Cc1noc(C)c1S(=O)(=O)Nc1ccc2c(c1)CC(=O)N([C@@H](C)CO)C[C@@H](C)[C@@H](CN(C)S(=O)(=O)c1cccs1)O2
    6	4	3	-5	4	-1.1	0.0	-2
COc1cccc(C#Cc2ccc([C@H]3[C@@H](C#N)N(C(=O)C4CCCC4)[C@@H]3CO)cc2)c1
    -12	-22	/	1	-132	-0.1	0.2	/
COc1ccc(-c2ccc(C3[C@H]4CNC[C@@H]3N4S(=O)(=O)c3cccc(C)c3)cc2)cc1 (stereo not given in full)
    -14&-19	3&-7	/	-2	43&36	0.0&0.0	-0.1&-0.1	/
COC(=O)c1ccc(/C=N/Nc2nc(-c3ccccc3)cs2)cc1
    /	-2	-2	/	/	0.1	0.2	/
CC(c1ccccc1)N1CCc2[nH]c(=S)[nH]c(=O)c2C1 (stereo not given)
    -6	-21	7	-2	-26	0.0	/	-2
C[C@@H]1CN([C@H](C)CO)C(=O)Cc2cc(NS(C)(=O)=O)ccc2O[C@@H]1CN(C)C(=O)NC1CCCCC1
    2	/	2	6	0	0.0	-11	-5
COc1ccccc1NC(=O)c1cc2cc(Br)ccc2oc1=N
    -10	-5	8	-63	-14	0.0	/	23
C[C@H]1CN([C@@H](C)CO)C(=O)c2cc(-c3ccccc3)cnc2O[C@@H]1CN(C)Cc1ccccc1
    -5	-6	6	-5	2	-0.1	-0.2	2
C[C@@H]1CN([C@@H](C)CO)C(=O)c2cc(NC(=O)Nc3ccccc3)ccc2O[C@@H](C)CCCCO[C@H]1CN(C)C(=O)CCC(F)(F)F
    -4	1	5	0	29	0.2	0.0	3
COc1cc(CN2C[C@@H](CO)O[C@@H](n3cnc4c(NC5CCCC5)ncnc43)C2)cc(OC)c1OC
    0	3	-1	5	-15	0.2	0.1	5
C[C@@H]1CCCCO[C@@H](CN(C)C(=O)Nc2ccccc2)[C@H](C)CN([C@H](C)CO)C(=O)c2cc(N(C)C)ccc2O1
    /	/	/	-2	/	0.0	-0.1	-4
CCCCc1ccc(NC(=O)N[C@@H](CC(C)C)C(=O)O)cc1
    -2	5	-5	2	-22	-0.1	3.3	3

Further records follow.
Order of results: S100A4 inh HTS	FN deposit inh	RAD54 branch	EWS-Fli inh	RAD52 inh	Xi reactivation	E-selectin induc	esBAF inh
Cc1ccc(S(=O)(=O)N2CCN(C(=O)c3ccc(-n4cncn4)c([N+](=O)[O-])c3)CC2)c(C)c1
    27	-9	-8	17	20	0.0	-0.1	-1
Cc1ccc(S(=O)(=O)N[C@@H]2C=C[C@H](CC(=O)NC3CCCCC3)O[C@H]2CO)cc1
    22	3	5	-1	-5	0.1	-0.3	5
COc1ccc(C(=O)C[n+]2ccc3c(c2)nc(-c2cc(OC)c(OC)cc2OC)n3C)cc1
    -1	/	7	7	-4	/	/	7
CC=Cc1ccc2n(c1=O)C[C@@H]1[C@@H](CO)[C@H](C(=O)NCC3CC3)N(C(=O)CC3CC3)[C@H]21 (mixture of isomers)
    0	/	3	-9	0	0.0	-0.2	3
CC12CCC(C/C1=N/OC(=O)c1cccc([N+](=O)[O-])c1)C2(C)C (stereo not given)
    1	-7	8	-4	-5	0.1	-4.4	-3
